LMP1 NFkB inh: Epstein-Barr LMP1 NF-kappaB reporter inhibition | LMP1-induced NF-kappaB luciferase reporter cells, luminescence | inhibition, % at 12.5 µM | 350,000 tested, 0.69% active | AID 504558; in the data active = inhibition above about 41%;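 also: 0% = neutral control wells and 100% = reference inhibitor control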
TWEAK Fn14 block: inhibitors of TWEAK-Fn14 interaction signaling; TWEAK-stimulated Fn14 reporter cells, luciferase luminescence, 8 h; inhibition, % at 10 µM; 360,000 tested, 2% active; AID 1159606; in the data active = inhibition above about 50%
C8 TRAIL sens: caspase-8 TRAIL sensitization; NB7+C8 cells + TRAIL, ATPlite viability luminescence; inhibition (viability loss, TRAIL sensitization), % at 10 µM; 360,000 tested, 1% active; AID 624354;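 active = compounds causing at least 50% loss of cell viability in the single-dose screen, relative to plate controls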
COUP-TFII inh: inhibitors of human COUP-TFII (NR2F2). P24468. HEK293T NGFI-A luciferase reporter, luminescence. inhibition, % at 8.6 µM. 370,000 tested, 0.7% active. AID 686940;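 active = inhibition above a per-plate cutoff, mean inhibition of test wells between control levels plus 3 SD, cut at about 38% in these data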;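 also: cells cotransfected with COUP-TFII expression vector driving the NGFI-A reporter; 0% = median of COUP-TF2 test wells and 100% = reporter-only cells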
TROY signal inh: inhibitors of TROY-dependent NF-kB signaling; Q293 LMP1-TROYcd NF-kB luciferase reporter, 4 h; inhibition, % at 10 µM; 360,000 tested, 0.98% active;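 active = compounds whose plate-normalised and pattern-corrected inhibition of the luciferase reporter signal at the single screening dose is 50% or more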
SRC3 inh: inhibits human SRC3 coactivator | Q9Y6Q9 | HEK293 GAL4-SRC3 luciferase reporter, luminescence | inhibition, % at 3.6 µM | 360,000 tested, 0.17% active | AID 588352;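 active = inhibition above a per-campaign cutoff, the mean of all compounds plus 3 SD, cut at about 60% in these data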;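 also: 0% = DMSO-treated cells and 100% = gossypol-treated cells at 36 µM; higher means less SRC3-driven luciferase light from the GAL4 reporter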
Target sequence (Q9Y6Q9 whole entry, looked up, the tested form may be a part): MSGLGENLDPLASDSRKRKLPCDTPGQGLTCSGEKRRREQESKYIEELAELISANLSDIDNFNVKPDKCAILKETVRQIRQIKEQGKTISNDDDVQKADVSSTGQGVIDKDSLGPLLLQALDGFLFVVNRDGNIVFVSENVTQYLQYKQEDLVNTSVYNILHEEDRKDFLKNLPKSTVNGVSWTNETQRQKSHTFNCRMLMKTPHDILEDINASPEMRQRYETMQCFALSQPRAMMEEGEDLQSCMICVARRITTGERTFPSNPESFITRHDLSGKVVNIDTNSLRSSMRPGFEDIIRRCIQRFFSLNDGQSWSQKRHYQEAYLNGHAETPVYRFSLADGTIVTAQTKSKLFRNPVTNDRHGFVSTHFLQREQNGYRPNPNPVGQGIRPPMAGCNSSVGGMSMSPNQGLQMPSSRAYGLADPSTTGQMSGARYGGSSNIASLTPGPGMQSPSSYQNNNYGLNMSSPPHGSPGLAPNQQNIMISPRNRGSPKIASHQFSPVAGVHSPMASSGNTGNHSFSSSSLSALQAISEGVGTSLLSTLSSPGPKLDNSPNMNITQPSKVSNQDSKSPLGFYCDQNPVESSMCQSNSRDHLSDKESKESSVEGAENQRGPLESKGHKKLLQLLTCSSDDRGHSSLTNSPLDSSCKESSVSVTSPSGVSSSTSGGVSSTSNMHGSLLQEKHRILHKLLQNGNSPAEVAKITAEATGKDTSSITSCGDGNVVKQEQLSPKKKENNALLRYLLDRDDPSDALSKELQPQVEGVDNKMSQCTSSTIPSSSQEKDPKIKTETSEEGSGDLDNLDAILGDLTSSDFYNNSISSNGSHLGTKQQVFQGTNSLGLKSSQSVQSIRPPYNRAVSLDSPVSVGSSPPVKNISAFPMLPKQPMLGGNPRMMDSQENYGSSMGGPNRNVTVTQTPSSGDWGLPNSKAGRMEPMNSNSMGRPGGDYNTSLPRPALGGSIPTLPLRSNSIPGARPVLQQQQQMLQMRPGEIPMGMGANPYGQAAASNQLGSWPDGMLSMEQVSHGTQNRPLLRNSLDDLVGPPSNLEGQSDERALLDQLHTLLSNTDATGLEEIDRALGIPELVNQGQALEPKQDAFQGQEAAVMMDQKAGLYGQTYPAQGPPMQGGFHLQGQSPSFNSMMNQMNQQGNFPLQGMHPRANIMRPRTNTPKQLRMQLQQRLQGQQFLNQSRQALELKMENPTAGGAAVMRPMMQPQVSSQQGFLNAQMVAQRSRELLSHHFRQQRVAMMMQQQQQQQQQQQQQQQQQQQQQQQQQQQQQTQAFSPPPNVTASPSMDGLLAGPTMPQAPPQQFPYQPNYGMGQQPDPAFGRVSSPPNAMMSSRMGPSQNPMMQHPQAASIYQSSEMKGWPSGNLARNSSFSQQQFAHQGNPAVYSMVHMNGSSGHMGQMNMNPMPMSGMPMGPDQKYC
NCOA1 inh: inhibits human SRC1 coactivator; Q15788; HEK293 GAL4-SRC1 luciferase reporter, luminescence; 360,000 tested, 0.12% active; AID 588354; inhibition, % at 3.6 µM;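 active = inhibition above the campaign mean plus 3 SD, with each screening campaign given its own cutoff, cut at about 60% in these data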;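 also: 0% = DMSO treated cells and 100% = gossypol at 36 µM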
NOD2-RIPK2 inh: NOD2-RIPK2 protein interaction inhibition; AID 624267; 360,000 tested, 0.38% active; CHO BLA complementation NOD2-RIPK2, CCF4 ratio; O43353; inhibition, % at 4.98 µM; in the data active = inhibition above about 21%;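 also: 0% = vehicle only and 100% = reference blocker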
SRC2 inh: human SRC2 (NCOA2) inhibition; AID 651957; HEK293 GAL4-SRC2 luciferase reporter, luminescence; Q15596; 370,000 tested, 0.17% active; inhibition, % at 9 µM;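 active = inhibition above the mean inhibition of all tested compounds plus 3 SD, set per campaign, cut at about 52% in these data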;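 also: 0% = DMSO treated cells and 100% = cells given Gossypol at 36 µM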
TLR9-MyD88 block: blocks human TLR9 binding to MyD88; AID 504734; 340,000 tested, 0.21% active; CHO BLA complementation TLR9-MyD88, CCF4 FRET ratio; inhibition, % at 4.98 µM;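 active = inhibition above the mean over all tested compounds plus 3 SD, cut at about 21% in these data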;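 also: 0% = DMSO only wells and 100% = clavulanate BLA inhibitor control wells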
LRH-1 inv ag: inverse agonists of human LRH-1 (NR5A2). 360,000 tested, 0.13% active. HEK293T StAR-luciferase reporter, LRH-1 transfected, 24 h. AID 602396. O00482. inhibition, % at 3.6 µM;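 active = inhibition above the mean inhibition of all tested compounds plus 3 SD, cut at about 73% in these data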;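 also: 0% = DMSO wells and 100% = reporter-only cells lacking LRH-1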
An asterisk follows results filed as active; . = not tested or not shown; & = joins results of further samples; ! = repeats disagree. Only part of the results is shown; rates above refer to the full screens.

#	Molecule	LMP1 NFkB inh	TWEAK Fn14 block	C8 TRAIL sens	COUP-TFII inh	TROY signal inh	SRC3 inh	NCOA1 inh	NOD2-RIPK2 inh	SRC2 inh	TLR9-MyD88 block	LRH-1 inv ag
1	COc1ccc(/C=N/NC(=O)NC23CC4CC(CC(C4)C2)C3)c(OC)c1	-4	-38	7	1	-4	-2	2	-9	-14	-6	-13
2	CC(Sc1ccc(Cl)cc1)C(=O)Nc1ccc(S(=O)(=O)N2CCOCC2)cc1 (centres undefined)	2	10	6	-16	13	-3	-26	-12	9	-6	6
3	O=S(=O)(c1ccccc1)c1nc(-c2ccco2)oc1NCc1ccccc1	7	6	-27	4	3	10	5	0	-7	10	-13
4	Cc1cc(N2CCN(C)CC2)nc2ccc(NC(=O)c3ccccc3F)cc12	-7	-3	10	-13	-65	-22	-63	-9	-36	-9	-49
5	COCCNC(=O)C(c1cccs1)N(C(=O)Cn1nnc2ccccc21)c1ccc(OC)cc1 (centres undefined)	-6	-4	3	21	0	-3	-2	-1	-5	2	18
6	CC(Sc1ccccc1)C(=O)NNC(=O)c1csc(N2CCOCC2)n1 (centres undefined)	0	4	-9	18	-6	-23	-26	10	2	7	-10
7	O=C(Nc1nnc([C@@H]2C[C@H](O)[C@@H](CO)O2)s1)Nc1ccccc1F	.	7	1	-46	3	-63	-65	-6	-80	.	-104
8	O=C(Nc1ccc2c(c1)OCO2)O[C@@H]1C[C@H]2CCCC(=O)N3CC[C@@H](C1)[C@@H]23	1	-11	-23	-19	-13	-11	-1	-3	-9	3	-15
9	COc1ccccc1N1CCN(CC(O)COc2ccc3c(C)cc(=O)oc3c2)CC1 (centres undefined)	0	1	10	13	0	3	2	-6	7	1	23
10	C=CC[C@H](CC(=O)N(CCO)Cc1ccccc1)C(=O)NCCOC(=O)[C@H](CC=C)CC(=O)OC(C)(C)C	-6	2	4	-12	1	14	0	-9	-17	-13	-1
11	Cc1ccc(CNC(=O)CN2C(=O)COc3ccc(C)cc32)cc1	-21	-2	12	13	-6	1	-8	1	4	2	-5
12	Cn1cc(CN2CCN(Cc3ccc4c(c3)OCO4)CC2)c(-c2ccccc2F)n1	8	-5	1	-6	-18	15	-18	0	11	0	-8
13	Cc1ccc(S(=O)(=O)N2CCN(C(=O)N(C)C)CC2)cc1	10	4	0	1	0	10	11	6	-16	12	0
14	CCCc1cc(=O)oc2c3c(cc(OCC(=O)N[C@@H](C)C(=O)O)c12)OC(C)(C)CC3	0	6	-7	-14	-5	-2	-2	-2	-12	8	5
15	COc1ccc(Cc2nnc(Nc3ccccc3)s2)cc1Br	-3	-13	1	2	9	-2	1	-2	12	1	-3
16	CN1CCN(c2ccc(-c3cc(NC=O)c4ncc(-c5ccccc5)n4c3)cc2)CC1	.	22	30	-23	41	-41	-13	12	-42	.	-7
17	O=C(CNC(=O)c1ccc(Br)o1)NNC(=O)c1ccc(Br)cc1	-1	19	-4	-3	7	-4	-6	-10	7	-1	-13
18	COc1cc(/C=C2/NC(=O)N(CC(=O)Nc3ccc(C)cc3)C2=O)ccc1Oc1ccc([N+](=O)[O-])cn1	1	-5	-8	9	-1	-37	-16	-2	-19	4	11
19	CCN1C[C@@H]2[C@@H]3C(=O)N(Cc4ccccc4)C(=O)[C@@H]3[C@](Cc3ccccc3)(C1=O)N2C(=O)c1ccc(C(C)(C)C)cc1	-1	20	5	-9	-6	9	6	-2	11	-4	-1
20	CCCCn1nc2cc(C(=O)NCC34CC5CC(CC(C5)C3)C4)ccc2c1OC	10	-23	7	15	-7	5	8	-2	11	-3	-15
21	COc1ccc(CNC(=O)CN(Cc2ccccc2OC)C(=O)c2csnn2)cc1	5	-7	1	1	-3	-1	12	4	-12	0	-6
22	CCOc1nc(NC(=O)NS(=O)(=O)c2ccccc2F)nc(-c2ccccc2)n1	1	-27	3	-9	-23	-3	-22	-7	-1	5	-23
23	O=C(OCC1OC(n2cc(Br)c(=O)[nH]c2=O)C(Br)C1O)c1ccccc1 (centres undefined)	8	-6	3	-14	1	-25	7	-3	-2	7	-3
24	CC(Sc1n[nH]c(-c2cccs2)n1)C(=O)Nc1ccccc1F (centres undefined)	-1	-3	-20	18	8	-10	-1	-14	2	5	-11
25	Cc1cccc(NC(=O)c2ccc3c(c2)OCCO3)c1C	-26	-21	15	-45	-47	-80	-153	2	-35	3	-101
26	CCN1CCN(Cc2ccc(NC(=O)c3cc(NC(=O)c4cc5cccc(OC)c5o4)cc(OC)c3)cc2C(F)(F)F)CC1	-103&-1	60*!	95*	10&-7	-11&8	-12&-13	-28&-23	13&-2	3&-31	3&-2	-11&-19
27	COc1cc(OC)cc(C(=O)Nc2ncc3c(n2)CC(C)(C)CC3=O)c1	-4	11	-7	-1	2	-5	9	-7	-1	-1	10
28	CCCCN1C(=O)N(c2nnc(C(C)(C)C)s2)C(O)C1c1ccc(C)cc1 (centres undefined)	0	0	8	-18	-17	16	-11	-8	-18	-9	4
29	C=CCNCc1cccn1-c1sc2c(c1C#N)CCCC2	6	-18	12	-4	15	16	16	-10	7	-1	10
30	COc1ccc(-n2c(Cc3cccn3C)nnc2SCC(=O)Nc2ccccc2)cc1	-9	32	-11	11	-1	16	7	0	-7	-3	5
31	COc1cccc2c1cc1c(=O)n(CC(=O)N3CCC(C)CC3)nc(C)n12	-11	8	-3	-4	14	-2	12	-8	-22	9	-3
32	COc1ccccc1NC(=O)C(=O)Nc1ccccn1	-35	34	21	-29	-62	-74	-111	-6	-44	-5	-71
33	O=C(Nc1nc(-c2cccs2)c(C(=O)C(F)(F)F)s1)c1ccccc1	-3	56*	18	15	60*	4	6	0	-13	4	-1
34	O=C(O)c1ccccc1-c1ccccc1C(=O)Nc1ccc2c(c1)C(O)c1ccccc1-2 (centres undefined)	-3	7	-12	12	3	1	-19	-1	8	-5	6
35	O=C1CNC(=S)N1Cc1ccc(Cl)cc1	.	15	3	6	-22	-7	8	-5	-13	-8	-31
36	Cc1cc(-n2cnc3c(=O)[nH]cnc32)ccc1N	0	9	3	-11	17	-5	5	-7	8	-11	0
37	O=C(C1CCC1)N1CCN(Cc2ccccc2)CC1	-1	-3	-6	3	-11	24	4	-9	-30	-5	6
38	Cc1ccc(-c2csc(NC(=S)NC(=O)c3cccs3)n2)cc1	-7	12	1	0	-7	-1	-22	-11	-17	1	-7
39	O=C(NNS(=O)(=O)c1ccc(C(F)(F)F)cc1)c1cnn(-c2ccccc2)c1C(F)(F)F	2	13	1	9	1	-12	-59	-1	5	-3	1
40	Cc1cc(C)nc(SCc2ccc(Cl)cc2)n1	2	-25	14	-7	2	2	-48	2	-16	-9	-2
41	Cc1ccnc(NC(=O)CSc2ccccn2)c1	9	-8	0	0	-24	-20	-32	-9	-3	-9	-9
42	COc1ccccc1C(=O)Nc1nc2cc3c(cc2s1)OCCO3	-33	11	59*	.	-11	-113	-110	1	.	8	-144
43	COCCn1c(SCc2ccccc2Cl)nc2c1c(=O)[nH]c(=O)n2C	-2	7	-7	-61	-22	-26	-3	-2	-17	-5	5
44	CCc1nc2c(OCCC3CCCCC3)cccn2c1N(C=O)Cc1ccc(OC)cc1	.	6	7	15	7	-4	10	5	2	.	19
45	C=CCNC(=O)c1ccc(N(Cc2ccc(Cl)cc2)S(C)(=O)=O)cc1	-9	-1	2	-14	16	1	13	2	8	2	10
46	OCC1CCCN(c2nc(CN3CCCCC3)nc3scc(-c4ccccc4)c23)C1 (centres undefined)	-6	-37	28	2	7	18	10	-9	-13	9	-22
47	CC(=O)NC(c1cccc(F)c1)c1nc(-c2cc(F)cc(Cl)c2)cs1 (centres undefined)	.	-3	-6	-21	-6	-17	7	-17	10	.	-4
48	O=C(COC(=O)c1ccco1)NCC1CCCCC1	-1	-10	-12	-14	-9	23	-15	10	-4	8	-10
49	COC(=O)c1ccc(C)c(NS(=O)(=O)c2ccc(OC)c(OC)c2)c1	-2	2	4	7	1	2	-16	8	-32	-11	7
50	COC(=O)[C@@]1(Cc2ccc(OC)cc2)[C@H]2c3cc(C(=O)N4CCCC4)n(CCN4CCOCC4)c3C[C@H]2CN1C(=O)c1ccccc1	.	24	-14	8	-3	.	.	-9	5	.	7

New compounds follow
#	Molecule	LMP1 NFkB inh	TWEAK Fn14 block	C8 TRAIL sens	COUP-TFII inh	TROY signal inh	SRC3 inh	NCOA1 inh	NOD2-RIPK2 inh	SRC2 inh	TLR9-MyD88 block	LRH-1 inv ag
51	Cc1ccc(CCNC(=O)CN(c2ccc(C)cc2)S(=O)(=O)c2c(C)noc2C)cc1	-5	2	-1	25	-10	-16	-2	-2	7	-20	-14
52	Cc1sc2ncn(CC(=O)N3CCN(c4ccccc4)CC3)c(=O)c2c1S(=O)(=O)N1CCOCC1	-5	3	5	-9	7	-3	3	3	-50	-9	-11
53	CCCCCCCN1CCN=C1N(C)C	3	-2	-4	2	-2	-4	-6	-5	-2	3	-19
54	O=C(COc1ccccc1[N+](=O)[O-])N/N=C/c1ccncc1	4	3	-3	-10	-4	8	-3	0	3	2	-7
55	Cc1ccc(F)cc1NC(=O)CCNC(=O)c1ccc([N+](=O)[O-])cc1	3	33	1	5	1	1	6	-5	-18	-16	19
56	CCN(CC(=O)Nc1ccccc1C(F)(F)F)C(=O)CCS(=O)(=O)c1ccc(C)cc1	1	-5	8	8	10	7	-8	-11	4	-5	12
57	COc1ccc(CNC(=O)C[C@H]2C[C@H](C(=O)N3CCCCC3)[C@@]3(CCc4ccccc4)c4[nH]c5ccc(Cl)cc5c4CCN3C2=O)cc1OC	18	39	27	8	27	-27	-51	-8	-7	-10	-5
58	CCCn1nc(C(=O)NC2CCCc3ccccc32)c2ccccc2c1=O (centres undefined)	0	29	0	12	20	12	18	8	7	-2	7
59	BrC(=C\c1ccccc1)/C=N/N1CCN(c2ccccn2)CC1	3	-24	5	-3	7	-11	-18	-13	-21	-1	0
60	Cc1ccc(S(=O)(=O)N2CCCCC2)cc1NC(=O)COC(=O)c1ccc2c(c1)OCO2	8	10	-4	13	0	8	-18	-3	7	-6	-5
61	O=C(NCc1ccc(Cl)cc1)C1CCN(S(=O)(=O)c2cccnc2)CC1	0	-5	14	-13	1	-4	-16	5	2	-2	15
62	Cc1csc(NC(=O)CSc2nnc(-c3ccc(Cl)cc3)n2N)n1	-3	2	5	-7	-12	-17	10	0	21	-3	-20
63	CN(C(=O)COC(=O)C1COc2ccccc2O1)c1c(N)n(Cc2ccccc2)c(=O)[nH]c1=O (centres undefined)	5	0	-8	20	-2	-10	-11	1	-12	2	13
64	Cc1ccnc(NC(=O)CCS(=O)(=O)c2ccccc2)c1	-10	-4	7	-14	-36	-13	-19	-6	-36	1	-40
65	CCn1c(SCC(=O)N/N=C/c2cc(OC)c(OC)c(OC)c2)nc2ccccc21	7	2	-2	17	28	4	5	-10	-2	-9	-9
66	Cc1ccc(S(=O)(=O)CC(=O)N2CCOCC2)cc1	0	26	-9	6	7	11	-9	-4	24	-7	7
67	O=C(OCC#CCSc1nc2ccccc2o1)c1ccco1	-5	16	-14	-1	-41	-15	-27	-4	-23	3	-34
68	C=CCn1c(SCC(=O)Nc2ccc(OC)cc2)nnc1-c1cnccn1	-1	14	-9	-1	-8	-2	-21	0	3	2	5
69	O=C(CN1CCc2ccccc21)NCc1ccc2c(c1)OCO2	7	7	2	-15	7	2	-10	-12	0	10	0
